Vif-APOBEC3G blk = blocks the Vif interaction with human APOBEC3G. Q9HC16. HeLa A3G-eYFP + Vif (tagged APOBEC3G with the HIV-1 protein that degrades it), YFP fluorescence, overnight. Potency, µM (series often up to 46.1 µM), inactives show at the highest dose activity, negative = active, usual class: inhibitors. 0.076% of 410,000 active. AID 602310;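 further: potency means the concentration at half of the fitted maximal effect; on the % scale 0 is the no-effect control and ±100 the full control effect; nearly all actives have a fitted effect of over 60% in size; hits raise eYFP signal because A3G escapes Vif-driven loss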
Target sequence (Q9HC16 whole entry, looked up): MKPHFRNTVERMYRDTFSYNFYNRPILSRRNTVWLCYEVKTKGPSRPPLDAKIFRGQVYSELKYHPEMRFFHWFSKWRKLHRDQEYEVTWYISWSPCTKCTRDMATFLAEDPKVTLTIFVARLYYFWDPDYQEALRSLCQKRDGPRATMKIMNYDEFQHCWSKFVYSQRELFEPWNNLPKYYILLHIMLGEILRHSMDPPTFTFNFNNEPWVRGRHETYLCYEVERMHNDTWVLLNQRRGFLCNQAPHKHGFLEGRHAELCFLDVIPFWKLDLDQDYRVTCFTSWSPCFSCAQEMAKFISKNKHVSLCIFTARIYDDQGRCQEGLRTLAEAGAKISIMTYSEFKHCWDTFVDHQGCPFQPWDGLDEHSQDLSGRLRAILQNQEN
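HeLa cells stably expressing Vif and C-terminally eYFP-tagged A3G, seeded overnight at 37 deg C, then exposed to compound by pintool overnight at 37 deg C. Rise in yellow fluorescence (Ex 488/Em 500-530, Acumen) marks blocked Vif-driven A3G degradation.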
D2 antag = antagonizes the human D2 dopamine receptor; P14416; HEK293 TREx D2 cells, calcium flux, dopamine EC80; inhibition, % at 10 µM; 2% of 340,000 active; AID 485344; in the data active means inhibition above about 30%; further: 0% is about no effect
Target sequence (P14416 whole entry, looked up): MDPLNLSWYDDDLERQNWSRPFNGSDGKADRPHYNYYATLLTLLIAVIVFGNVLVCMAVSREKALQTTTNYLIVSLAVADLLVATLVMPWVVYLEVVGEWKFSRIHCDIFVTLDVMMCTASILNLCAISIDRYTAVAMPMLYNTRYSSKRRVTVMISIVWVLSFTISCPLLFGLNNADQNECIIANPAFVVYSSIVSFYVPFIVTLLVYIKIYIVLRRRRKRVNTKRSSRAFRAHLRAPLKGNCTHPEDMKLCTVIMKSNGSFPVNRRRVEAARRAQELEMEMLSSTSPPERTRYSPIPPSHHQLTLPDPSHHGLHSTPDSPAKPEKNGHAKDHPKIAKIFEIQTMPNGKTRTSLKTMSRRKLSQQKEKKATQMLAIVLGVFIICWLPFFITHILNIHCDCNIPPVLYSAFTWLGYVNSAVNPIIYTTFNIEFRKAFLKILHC
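Read-out: kinetic calcium fluorescence (1 cycle/s) in inducible HEK293 T-REx D2 cells after an EC80 dopamine addition that followed 180 s compound preincubation. Loss of the dopamine response indicates antagonism.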
ERG Ets-DNA blk = blocks human ERG Ets domain binding to DNA. P11308. fluorescence polarization, His-ERG Ets domain / labelled DNA. Potency, µM (doses to about 76.9 µM), for inactives: at the top dose FP activity, negative = inhibition, most hits filed as inhibitors. 0.028% of 370,000 active; active means well fitted inhibition curve with a large enough effect in the polarisation, with a control signal flat; inconclusive means small, poorly fitted or top-dose-only effect, or effect the other way, or a change in a side signal; inactive means no such curve, though single readings can be large or run the other way; the % refers to the polarisation;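 further: polarization taken with two DNA probes labelled with fluorescein and Texas red; potency means the concentration at half of the fitted maximal effect; % of control where 0% means no effect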
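His-tagged ERG Ets domain (1 uM in the protein solution; 300mM KCl, 50mM Tris-HCl, 1mM EDTA, 1mM DTT, pH 7.5) received compound, then a probe mix of 5 nM fluorescein-DNA and 100nM Texas-615-DNA. Fluorescence polarization was read for both dyes.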
GRP78 ERSR act = ER stress response induction in glioma; U87-MG GRP78 promoter luciferase reporter, 16 h; Potency, µM, for the others: at the highest dose activation, hits mostly activators; 0.02% of 420,000 active; AID 602332; further: potency means the concentration at half of the fitted maximal effect; series mostly up to about 76 µM; % of control where 0% means no effect; nearly all actives have a fitted effect of over 35% in size
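ERSR induction read as luciferase luminescence (Bright-Glo, 10 min at room temperature) in stably transfected human U87-MG glioma cells exposed to compounds for 16 h, using GRP78 as sensor.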
Vif-A3F inh = inhibitors of Vif-A3F interaction. HeLa A3F-eYFP + Vif (tagged APOBEC3F with the HIV-1 protein that degrades it), YFP fluorescence increase. Potency, µM (titrated, usually from 46.1 µM), for inactives: at the highest dose activity, negative = active. 0.2% of 390,000 active; further: potency means the concentration at half of the fitted maximal effect; % of control where 0% means no effect; nearly all actives have a fitted effect of over 65% in size
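HeLa cells stably expressing Vif plus C-terminally eYFP-tagged A3F were seeded, incubated overnight at 37 deg C, dosed with compound, incubated overnight again at 37 deg C. Yellow fluorescence (Ex 488/Em 500-530) reported blocked Vif-mediated A3F-eYFP degradation.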
LDHA block = LDHA (human) enzyme inhibition; purified LDHA, NADH/diaphorase-resazurin fluorescence; stronger effect = lower value; activity change, % (values are at about 110 or 230 µM); 0.15% of 480,000 active; AID 1347041; in the data active means activity change below about -30%; inconclusive means mostly about -25% to -30%;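 further: plate controls were DMSO wells for no effect and wells without enzyme for full effect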
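Remaining NADH was detected by diaphorase (0.133 mg/mL) converting 37 µM resazurin to fluorescent resorufin, read at 0 and 20 minutes. The preceding 5-minute room-temperature reaction used 2 nM LDHA, 0.2 mM sodium pyruvate and 0.06 mM NADH at pH 7.4.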
RGS4 inh = inhibitors of human regulator of G protein signaling 4. Transcreener GDP fluorescence polarization, RGS4-accelerated GTP hydrolysis. Potency, µM (titrated, usually from 114 µM), inactives show at the highest dose activity change, negative = inhibition, most hits filed as inhibitors. 0.039% of 390,000 active. AID 504845; further: potency means the concentration at half of the fitted maximal effect; on the % scale 0 is the no-effect control and ±100 the full control effect; nearly all actives have a fitted effect of over 75% in size; some results filed as inactive show a strong effect at the top dose
Target sequence (P49798 whole entry, looked up): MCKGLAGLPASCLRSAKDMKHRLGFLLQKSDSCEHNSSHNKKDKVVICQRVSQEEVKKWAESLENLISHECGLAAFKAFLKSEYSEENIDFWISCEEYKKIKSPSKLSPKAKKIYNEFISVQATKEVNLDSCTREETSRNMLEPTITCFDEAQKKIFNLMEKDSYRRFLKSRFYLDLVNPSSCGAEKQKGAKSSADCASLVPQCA
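MLSMR compounds (23 nl, pin-transferred) preincubated 10 min at room temperature with a 500nM (2x) first reagent, then RGS4 at 900nM (2x) plus Transcreener GDP mix added; fluorescence polarization (620/688 nm) read before and after 90 min at 30 °C.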
ALOX12 inh = ALOX12 (human) lipoxygenase inhibition. P18054. 1.1% of 580,000 active. Potency, µM (series often up to 108 µM), for the others: at the highest dose activity change, negative = inhibition, hits mostly inhibitors. AID 1671190. purified 12hLO, xylenol orange hydroperoxide absorbance; further: potency means the concentration at half of the fitted maximal effect; on the % scale 0 is the no-effect control and ±100 the full control effect
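Hydroperoxide product was detected by ferrous iron/xylenol orange as the 573 to 405 nm absorbance ratio. Arachidonic acid at 40 uM (final) was turned over for 30 min at room temperature by 150 nM human 12hLO, pH 7.0 Hepes buffer, after 15 min compound preincubation.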
D2 agonist = D2 dopamine receptor (human) agonism; P14416; HEK293 T-REx D2 cells, calcium flux agonist mode; activation, % at 2 µM; 0.53% of 340,000 active; AID 485358;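 active means activation over 3 SD above normal in the single-dose calcium agonist read, cut at about 30% in these data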; further: 0% is about no effect
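In this primary screen, compounds producing a positive calcium signal within 180 s of addition to tetracycline-induced, force-coupled HEK293 Trex D2 cells are flagged; cells are dye-loaded with a no-wash calcium kit beforehand.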
An asterisk follows results filed as active; ? = inconclusive; · = not tested or not shown; & = joins results of further samples; [ ] = dose if it differs, or a comment. Unless noted, the call rests on the fitted dose curve; in most records, active means well fitted curve in the direction sought with a large enough effect; inconclusive means small, poorly fitted or top-dose-only effect, or another doubt; inactive means no such curve, though single readings can be large; an effect the other way counts as inactive or inconclusive.

SMILES,Vif-APOBEC3G blk,D2 antag,ERG Ets-DNA blk,GRP78 ERSR act,Vif-A3F inh,LDHA block,RGS4 inh,ALOX12 inh,D2 agonist
Cc1ccc(C2/C(=C(/O)c3ccc(OC(C)C)cc3)C(=O)C(=O)N2CCN2CCOCC2)cc1 (configuration not stated),1%,3,2%,2%,-6%,3,-21%,?,-2.7
COC(=O)c1cccc(NC(=O)Cc2ccsc2)c1,2%,3,21%,-1%,-2%,0,-4%,0%,-1.6
COc1ccc(C2NC(=S)NC(C)=C2C(=O)N2CCOCC2)cc1 (configuration not stated),3%,0,-3%,-2%,-4%,-1,-51%,-13%,0.7
CC1CCC/C(=C\Nc2ccc(C(=O)O)c(O)c2)C1=O (configuration not stated),2%,4,-3%,5%,-6%,12,-19%,-9%,-1.1
Cc1cccc(OCc2n[nH]c(=S)o2)c1C,-3%,-4,11%,-3%,3%,1,-37%,-10%,1.0
COc1ccccc1NC(=O)COC(=O)CCC(=O)c1cccs1,0%,10,2%,-4%,3%,-2,-19%,-24%,-0.2
O=C(NCCCn1ccnc1)c1ccc(-c2cccc(Cl)c2Cl)o1,-8%,·,-5%,-2%,-10%,-2,-36%,?,·
COc1cc(NC(=O)c2ncn(-c3ccccc3)n2)cc(OC)c1,·,·,-12%,·,·,-13,-3%,-16%,-0.8
CN1CCc2c(sc(NC(=O)c3ccc(S(=O)(=O)N4CCOCC4)cc3)c2C(N)=O)C1,-15%,3,1%,6%,?,-3,-8%,·,0.7
Cc1ccc2nc(SC(C)C(=O)NCc3ccc4c(c3)OCO4)[nH]c2c1 (configuration not stated),0%,-13,11%,-3%,-3%,-4,-1%,-5%,0.4
O=C(CCc1ccccc1)N1CCN(c2ccccc2F)CC1,0%,10,-3%,-3%,0%,-14,22%,-7%,-0.1
c1cc(-c2nn[nH]n2)ccc1CN1CCCCC1,2%,5,-3%,-4%,0%,2,-52%,0%,1.2

Some entries already given with just LDHA block.
SMILES | LDHA block
COc1cc(NC(=O)c2ncn(-c3ccccc3)n2)cc(OC)c1 | -13
COc1ccc(C2NC(=S)NC(C)=C2C(=O)N2CCOCC2)cc1 (configuration not stated) | -1

The results go on:
SMILES,Vif-APOBEC3G blk,D2 antag,ERG Ets-DNA blk,GRP78 ERSR act,Vif-A3F inh,LDHA block,RGS4 inh,ALOX12 inh,D2 agonist
Cc1ccc(S(=O)(=O)N(C)C)cc1NC(=O)CSc1nncs1,0%,-3,-1%,-2%,-20%,-6,12%,-7%,-0.1
CCC1Sc2ccc(S(=O)(=O)CCC(=O)NCc3ccco3)cc2NC1=O (configuration not stated),?,13,0%,16%,-13%,-1,-15%,-8%,7.7
O=C1CC(c2ccccc2)NN1 (configuration not stated),1%,-9,-3%,-2%,0%,10,-40%,-20%,-0.3
CN(C)S(=O)(=O)c1cccc(NC(=O)c2ccc(COc3ccccc3)cc2)c1,-3%,2,11%,-3%,3%,-4,-22%[56.9 µM],·,-0.2
COc1ccc(Cc2nc3ccc(C(=O)NCc4cc(C)no4)cc3o2)cc1OC,-2%,5,1%,-2%,10%,-5,13%,-4%,0.1
O=C(c1ccc(Cl)c(NC2=NC3CS(=O)(=O)CC3S2)c1)N1CCN(c2ccccc2)CC1 (configuration not stated),-6%,-3,0%,-2%,-1%,-4,7%[56.9 µM],18%,20
Cc1ccc(CSCC(=O)Nc2cc(S(=O)(=O)N3CCOCC3)ccc2OCC(F)(F)F)cc1,0%,·,5%,-2%,1%,1,-4%,8%,·
CC1(C(=O)NS(=O)(=O)c2cccc(Cl)c2)CCN1C(=O)CC1CCCCC1 (configuration not stated),0%,·,·,-4%,·,-5,·,-25%,·
CSC1=C(C#N)C(c2ccc(C(C)C)cc2)CC(=O)N1 (configuration not stated),6%,0,4%,-2%,2%,-5,6%,24%[57.4 µM],-0.2
CSc1cccc(NC(=O)Cc2ccccc2[N+](=O)[O-])c1,-5%,3,-9%,1%,-2%,-4,-22%,-19%,-0.9
COCCNC(=O)c1ccccc1N(Cc1ccccc1)S(=O)(=O)c1ccccc1,0%,·,5%,-5%,2%,-10,26%,-2%,·
CCCc1ccc2oc(C(=O)N3CCN(CCC(N)=O)CC3)c(C)c2c1,-4%,5,2%,-1%,15%,-1,6%,-1%,0.7
Cc1ccc(S(=O)(=O)Nc2cc(NC(=O)CN3CCOCC3)ccc2Cl)cc1,0%,15,-7%,-2%,-1%,1,25%,0%,0.7
COc1ccc(NC(=O)Cn2c(=O)n(Cc3ccco3)c(=O)c3cc(OC)c(OC)cc32)cc1,-11%,·,0%,-3%,-13%,-4,0%,-21%,1.1
O=C(N/N=C/c1ccccc1F)C(=O)N1CCCCCC1,3%,-9,-1%,8%,5%,-7,15%,-24%,2.7
CCc1nnc(NC(=O)CC(C)c2ccccc2)s1 (configuration not stated),-4%,0,11%,1%,1%,-6,5%,-15%,-0.6
CN(CCc1ccccn1)c1ccc([N+](=O)[O-])cn1,-2%,15,-16%,-2%,14%,-1,-6%,-27%,-0.5
COc1cc2ncnc(N[C@H](C)c3ccccc3)c2cc1OC,-6%,9,-12%,-3%,-9%,-2,4%,·,-0.2
Cc1cccc(N(C)C(=O)C2CCC(CNS(=O)(=O)c3cccc4nsnc34)CC2)c1 (configuration not stated),3%,·,10%,-4%,0%,2,-8%,7%,-0.4
NC(=O)C(c1ccccc1)C1CCCCC1 (configuration not stated),4%,52*,0%,-7%,4%,-3,-28%,7%,0.0
COc1ccccc1NC(=O)NNC(=O)c1cc2ccccc2cc1O,-10%,-12,-3%,8%,3%,3,-20%,?,0.0
CSc1ccc(CN(C)CC(=O)Nc2cccc(Br)c2)cc1,2%,18,0%,-6%,-2%,-5,0%,-3%,-1.2
CCCC(=O)N1CCCC1(C)C(=O)Nc1cc(OC)c(OC)c(OC)c1 (configuration not stated),-2%,·,·,-4%,·,1,·,-20%,·
CN(C)Cc1cc(C(C)(C)C)cc(C(C)(C)C)c1O,2%,5,-16%,-3%,-5%,-1,9%[11.4 µM],0%,0.6

Gathered by group: those above with a nitro group on carbon.
SMILES,Vif-APOBEC3G blk,D2 antag,ERG Ets-DNA blk,GRP78 ERSR act,Vif-A3F inh,LDHA block,RGS4 inh,ALOX12 inh,D2 agonist
CSc1cccc(NC(=O)Cc2ccccc2[N+](=O)[O-])c1,-5%,3,-9%,1%,-2%,-4,-22%,-19%,-0.9
CN(CCc1ccccn1)c1ccc([N+](=O)[O-])cn1,-2%,15,-16%,-2%,14%,-1,-6%,-27%,-0.5

Later entries.
SMILES,Vif-APOBEC3G blk,D2 antag,ERG Ets-DNA blk,GRP78 ERSR act,Vif-A3F inh,LDHA block,RGS4 inh,ALOX12 inh,D2 agonist
CCc1cccc(-n2c(=O)c3cccnc3n2CC(=O)NCc2ccc(C)cc2)c1,-8%,·,1%,2%,0%,-3,13%,-10%,0.6
O=C1CNC(=S)N1Cc1ccc(F)cc1,3%,3,6%,-5%,2%,-6,-7%,·,-0.7
Cc1ccc2c(c1C)NC(=O)CC2c1ccc(Cl)cc1Cl (configuration not stated),-6%,·,0%,-2%,-2%,-2,-12%,?,9.8
O=C1N=c2ccccc2=C1c1sc(=S)n(NC(=O)c2ccccc2)c1O,6%,10,6%,2%,-3%,2,-39%,35%[activator],-0.3
COc1ccc2c(c1)[nH]c1c(=O)n(Cc3ccncc3)cnc12,5%,5,7%,2%,3%,-4,23%[11.4 µM],0%,0.1
CC(=O)c1c(C(C)=O)c(C)n(-c2nc(-c3cccs3)c(C)s2)c1C,0%,14,1%,1%,-5%,-4,-15%,?,1.2
COCc1nc2ccccc2n1CCCOc1ccccc1,-6%,-23,-8%,0%,-8%,-5,4%,0%,1.8
COC(=O)c1cccc(C(=O)Nc2ccc(F)cc2)n1,1%,-13,-10%,-2%,-7%,-3,8%,20%,0.0
CC1CCCN(C(=O)COC(=O)C2CCN(S(=O)(=O)c3ccc4c(c3)OCCO4)CC2)C1 (configuration not stated),0%,18,-2%,-6%,-9%,-5,-14%,2%,-0.4
O=C(NC(Cc1ccccc1)C(=O)O)/C(=C/c1ccccc1)NC(=O)c1ccc(Br)o1 (configuration not stated),-1%,-23,-2%,0%,8%,-6,-17%,-21%,-1.9
CCc1ccc2oc(C(=O)NCc3ccccc3)cc(=O)c2c1,-3%,·,-1%,2%,-1%,2&0,-5%,-11%&8%,0.4
C=CCNC(=O)c1ccc(-c2cccc([N+](=O)[O-])c2)o1,1%,-15,2%,6%,-3%,-4,-3%,-1%,-1.7

Screens as filed in PubChem.

These rows are one share of the data; rates above refer to the full screens.
